Compound activity from PubChem.
GDH-TPI inh: inhibits GDH-TPI coupling enzymes, artifact for Mtb FBA screen; GDH-TPI coupled enzyme counterscreen, NADH absorbance; inhibition, % at 4.8 µM; hit rate 1.2% among 360,000; in the data active = inhibition above about 30%;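 note: 0% = DMSO wells and 100% = wells lacking the enzyme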
BoNT-A LC inh2: inhibitors of Botulinum neurotoxin A light chain protease; hit rate 0.17% among 360,000; multiplex microsphere protease substrate cleavage, flow cytometry; inhibition, % at 10 µM; note: plate controls were buffer without enzyme for full effect and enzyme alone for no effect
FadD28 binding: inhibitors of Mycobacterium tuberculosis FadD28 bisubstrate binding; FadD28 bisubstrate probe binding, fluorescence polarization; inhibition, % at 12.5 µM; hit rate 0.22% among 360,000; in the data active = inhibition above about 8.5%, passing the limit was not always enough; inconclusive = no clear call, values can overlap the other calls
BoNT-F LC inh: blocks Botulinum neurotoxin F light chain protease | Multiplex microsphere protease cleavage assay, flow cytometry | inhibition, % at 10 µM | hit rate 0.22% among 360,000; in the data active = inhibition above about 35%, passing the limit was not always enough; inconclusive = no clear call, values can overlap the other calls; note: plate controls were buffer without enzyme for full effect and enzyme alone for no effect
Mtb BioA inh: blocks M. tuberculosis BioA enzyme activity; purified M. tuberculosis BioA enzyme, plate reader; inhibition, % at 9.99 µM; hit rate 0.096% among 360,000; in the data active = inhibition above about 40%; inconclusive = no clear call, values can overlap the other calls
UGM FP inh: inhibitors of M. tuberculosis UDP-galactopyranose mutase. P9WIQ1. purified UGM, fluorescence polarization probe displacement. inhibition, % at 10 µM. hit rate 0.06% among 320,000. AID 504406; in the data active = inhibition above about 10%, passing the limit was not always enough; inconclusive = no clear call, values can overlap the other calls
Target sequence (P9WIQ1 whole entry, looked up): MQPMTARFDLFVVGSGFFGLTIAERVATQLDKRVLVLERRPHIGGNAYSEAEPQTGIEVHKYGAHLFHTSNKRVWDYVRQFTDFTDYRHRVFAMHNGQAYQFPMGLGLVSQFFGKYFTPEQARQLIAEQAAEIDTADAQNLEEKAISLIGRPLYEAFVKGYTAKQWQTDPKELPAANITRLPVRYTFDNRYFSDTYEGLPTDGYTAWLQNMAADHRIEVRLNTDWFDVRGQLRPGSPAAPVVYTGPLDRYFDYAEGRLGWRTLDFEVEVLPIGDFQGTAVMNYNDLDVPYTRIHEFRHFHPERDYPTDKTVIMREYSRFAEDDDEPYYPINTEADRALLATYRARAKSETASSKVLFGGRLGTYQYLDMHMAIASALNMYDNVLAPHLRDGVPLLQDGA
Anthrax LF prot: inhibitors of Bacillus anthracis lethal factor protease; P15917; multiplex microsphere protease cleavage assay, LF; inhibition, % at 10 µM; hit rate 0.12% among 360,000; AID 588501; note: plate controls were buffer without enzyme for full effect and enzyme alone for no effect
PfHsp40 rescue: compounds rescuing yeast from Plasmodium falciparum HSP40 toxicity. AID 504582. S. cerevisiae expressing PfHsp40, growth rescue, ATP luminescence. growth rescue, % at 12.5 µM. hit rate 0.68% among 340,000; in the data active = growth rescue above about 28%, passing the limit was not always enough; inconclusive = no clear call, values can overlap the other calls;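 note: yeast W303a lacking pdr1 and pdr3 grown in galactose medium; growth measured after three days at 30 °C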
Mtb FBA inh: inhibits M. tuberculosis FBA enzyme; P9WQA3; purified M. tuberculosis FBA, fluorescence read-out; inhibition, % at 1 µM; hit rate 2.3% among 360,000; in the data active = inhibition above about 27%;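 note: 0% = vehicle and 100% = reference inhibitor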
Target sequence (P9WQA3 whole entry, looked up): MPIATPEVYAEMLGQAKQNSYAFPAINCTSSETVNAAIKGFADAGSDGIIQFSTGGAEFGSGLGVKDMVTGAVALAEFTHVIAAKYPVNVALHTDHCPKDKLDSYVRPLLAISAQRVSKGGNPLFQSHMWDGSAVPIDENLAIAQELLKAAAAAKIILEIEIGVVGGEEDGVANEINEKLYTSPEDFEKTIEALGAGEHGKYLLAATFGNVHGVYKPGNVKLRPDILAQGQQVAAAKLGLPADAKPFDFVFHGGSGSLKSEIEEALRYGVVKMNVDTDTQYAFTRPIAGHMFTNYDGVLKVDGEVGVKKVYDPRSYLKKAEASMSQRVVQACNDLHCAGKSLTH
* hit, by the source's call; ? = inconclusive; . = not tested or not shown. Cut-off read from the data, not from the text of the source, unless noted: active = inhibition above about 30%; inconclusive = no clear call, values can overlap the other calls; inactive = below that.

SMILES	GDH-TPI inh	BoNT-A LC inh2	FadD28 binding	BoNT-F LC inh	Mtb BioA inh	UGM FP inh	Anthrax LF prot	PfHsp40 rescue	Mtb FBA inh
c1ccc(Cn2nnc3ccccc32)cc1	4	-5.3	-3.9	?	-3.4	0.7	0	-0.8	-1
CCCc1ccc(OCc2nc(-c3ccc(NC(=O)c4ccco4)cc3)no2)cc1	12	-0.2	-1.1	-8	-4.3	2.0	-1	-0.5	-7
Cc1ccc(-n2nnnc2CSc2nnc(-c3ccc(O)cc3)o2)cc1	11	-0.3	-5.8	-8	2.5	-0.4	0	-1.8	0
O=S(=O)(c1cccc(-c2csc(N/N=C/c3ccco3)n2)c1)N1CCOCC1	22	-0.2	1.0	-4	-0.4	-0.7	-1	0.7	-4
O=C(NC(c1ccc(Cl)cc1)c1ccsc1)C1CCN(Cc2ccc(Oc3ccccc3)cc2)CC1 (configuration not stated)	7	-0.8	-1.1	-20	1.3	.	-4	.	0
CSc1ccc(CN2CCC2(C)C(=O)NCc2ccc3c(c2)OCO3)cc1 (configuration not stated)	-2	-0.8	0.0	3	-2.1	.	-6	.	6
CCN1CCN(c2ccc(S(=O)(=O)N3CCCCC3)cc2N)CC1	2	-0.5	1.1	-10	-0.1	3.9	-1	-0.9	2
COCCNC(=O)CCc1nc(-c2ccccc2)no1	8	-0.5	-1.2	14	0.0	0.0	1	-0.1	5
C=CCOc1ccc(/C=C2\SC(=S)N(CCC(=O)O)C2=O)cc1	22	-0.5	0.7	2	-0.6	-0.3	5	-1.2	2
Cc1nc2ccccc2n1C(C)c1ccccc1 (configuration not stated)	3	1.6	-4.4	-4	1.6	-0.4	-5	-1.4	11
CCOC(=O)c1c(C)[nH]c(C(=O)OCC(=O)NC2(C#N)CCCCC2)c1C	1	1.2	-2.6	-1	-0.2	-0.6	-1	0.3	1
CN(C)c1ccc(C(=O)OCC#CCSc2nnc(-c3cccc4ccccc34)o2)cc1	11	0.3	-1.1	0	-0.8	-1.9	-3	-0.3	5

Shown comma-delimited: 3 of the compounds above
canonical_smiles,GDH-TPI inh,BoNT-A LC inh2,FadD28 binding,BoNT-F LC inh,Mtb BioA inh,UGM FP inh,Anthrax LF prot,PfHsp40 rescue,Mtb FBA inh
Cc1nc2ccccc2n1C(C)c1ccccc1 (configuration not stated),3,1.6,-4.4,-4,1.6,-0.4,-5,-1.4,11
CCOC(=O)c1c(C)[nH]c(C(=O)OCC(=O)NC2(C#N)CCCCC2)c1C,1,1.2,-2.6,-1,-0.2,-0.6,-1,0.3,1
CN(C)c1ccc(C(=O)OCC#CCSc2nnc(-c3cccc4ccccc34)o2)cc1,11,0.3,-1.1,0,-0.8,-1.9,-3,-0.3,5

Additional compounds
SMILES	GDH-TPI inh	BoNT-A LC inh2	FadD28 binding	BoNT-F LC inh	Mtb BioA inh	UGM FP inh	Anthrax LF prot	PfHsp40 rescue	Mtb FBA inh
CCOC(=O)c1ccc(-n2c(=O)[nH]c3ccccc3c2=O)cc1	12	0.4	-2.5	-12	-0.1	0.9	0	18	1
O=C(NCCc1ccc(OC(F)F)cc1)C1CC(=O)N(c2ccc3c(c2)OCCO3)C1 (configuration not stated)	-4	2.0	-4.5	-9	-0.4	2.2	0	-2.2	-2
Cn1c(=O)oc2cc(S(=O)(=O)CCC(=O)NCCc3ccccc3)ccc21	-5	1.1	-1.3	-3	3.5	-1.8	2	-1.0	-2
CSc1nc(SCC(=O)O)c2sc3nc(-c4ccccc4)c4c(c3c2n1)CCC4	4	1.1	-12	-3	18	.	1	-0.7	3
NS(=O)(=O)c1ccc(CCNC(=O)c2ccc(Cn3c(=O)[nH]c4ccccc4c3=O)cc2)cc1	-6	-1.0	-5.4	-2	.	-1.5	0	0.1	3
c1ccc(CCc2nn3c(C4COc5ccccc5O4)nnc3s2)cc1 (configuration not stated)	6	-0.3	-2.0	3	2.8	1.5	0	0.0	3
CCN(CC)S(=O)(=O)c1ccc2nc(SC)sc2c1	-7	2.1	-3.7	1	-1.4	3.1	0	1.1	0
O=C(NCc1ccccn1)C1CCN(Cc2cccc(OCc3ccccc3)c2)CC1	-4	1.3	-3.2	7	1.2	-3.1	0	-2.0	12
COCCNC(=O)N1[C@H]2CC[C@@H]1C(C(=O)OC)=C(c1cccc(C#N)c1)C2	-2	0.0	-2.4	6	2.3	0.7	-1	-0.9	-4
Cc1ccc(S(=O)(=O)N2CCOCC2)cc1NCC(=O)Nc1ccc(OC(F)(F)F)cc1	11	0.1	-2.9	7	.	1.9	5	-2.1	1
COc1ccccc1N(CC(=O)Nc1cccc(C(F)(F)F)c1)S(C)(=O)=O	8	-1.3	-1.9	-8	0.8	1.7	-2	0.3	0
Cc1cccc(NC(=O)c2ccc(S(=O)(=O)N3CCCCC3)cc2)n1	12	0.0	-3.2	-3	-1.0	-5.2	-2	-1.0	-2
CC(=O)NC1(C(F)(F)F)C(=O)Nc2c1c(=O)[nH]c(=O)n2CCc1ccccc1 (configuration not stated)	2	0.3	-2.0	3	.	1.0	1	-0.2	2
COc1ccccc1C(=O)Nc1cccc2nc(C)ccc12	13	-1.5	-3.7	-21	1.3	3.1	-3	-1.6	-6
Cc1ccc(N2CC(C(=O)Nc3ccc4c(c3)OCCO4)CC2=O)cc1C (configuration not stated)	-3	0.9	-1.8	15	2.1	-0.8	-1	0.6	0
O=C(CSc1ncn[nH]1)NCCOc1ccccc1	-5	-0.5	-1.3	-1	-0.6	0.9	1	-1.5	0
COC(=O)c1ccc[n+](CC(=O)c2ccc(Br)cc2)c1	6	2.7	0.5	-10	.	0.4	1	-1.5	3
CCOC(=O)C1C(c2ccc3c(c2)OCO3)NC(=O)NC1(O)C(F)(F)F (configuration not stated)	5	-0.5	-2.4	-3	-0.1	-0.4	0	0.9	-1
COCCN(C(=O)COC(=O)/C=C/c1cccs1)c1c(N)n(Cc2ccccc2)c(=O)[nH]c1=O	14	.	0.8	.	-1.0	-0.4	.	-0.3	2
COc1ccc(C)cc1NC(=O)COC(=O)c1c(-c2ccccc2)noc1C	3	-0.1	-3.9	-3	-0.9	.	-3	.	-3
O=C(COc1c(F)c(F)cc(F)c1F)NNC(=O)CC1CCS(=O)(=O)C1 (configuration not stated)	-4	-0.1	0.6	0	-0.4	2.9	6	-0.2	0
CCCCNC(=O)C1(C)CCCCN1C(=O)c1cc(OC)ccc1Br (configuration not stated)	-5	-0.1	-1.8	0	-0.3	.	-8	.	-1
COCCCNC(=O)Cn1ccc(NC(=O)OCc2ccccc2)nc1=O	6	-0.6	0.4	-3	-1.0	-3.6	-4	-1.7	3
COc1cc2c(cc1NC(=O)C(C)Sc1ccc(NC(C)=O)cc1)oc1ccccc12 (configuration not stated)	10	0.8	-5.2	-4	-2.1	1.2	-2	33*	0

Looked up one by one from the entries so far (3):
SMILES	GDH-TPI inh	BoNT-A LC inh2	FadD28 binding	BoNT-F LC inh	Mtb BioA inh	UGM FP inh	Anthrax LF prot	PfHsp40 rescue	Mtb FBA inh
CSc1nc(SCC(=O)O)c2sc3nc(-c4ccccc4)c4c(c3c2n1)CCC4	4	1.1	-12	-3	18	.	1	-0.7	3
CCOC(=O)C1C(c2ccc3c(c2)OCO3)NC(=O)NC1(O)C(F)(F)F (configuration not stated)	5	-0.5	-2.4	-3	-0.1	-0.4	0	0.9	-1
COCCNC(=O)CCc1nc(-c2ccccc2)no1	8	-0.5	-1.2	14	0.0	0.0	1	-0.1	5

More entries:
SMILES	GDH-TPI inh	BoNT-A LC inh2	FadD28 binding	BoNT-F LC inh	Mtb BioA inh	UGM FP inh	Anthrax LF prot	PfHsp40 rescue	Mtb FBA inh
CCS(=O)(=O)c1ccc(N=Nc2ccc(O)c3ncccc23)c(OC)c1	4	-2.3	-2.0	-32	.	.	-8	214*	-12
CCN(CC(=O)Nc1ccc([N+](=O)[O-])cc1OC)CC(=O)NC(C)(C)C	13	-1.3	-1.5	-12	-1.9	3.9	1	0.6	3
COc1ccc(CCN2C(=O)CSC2c2ccc(F)cc2)cc1 (configuration not stated)	-10	1.8	-1.4	11	1.1	1.0	-1	-0.5	-1
CC(=O)c1cccc(NS(=O)(=O)c2csc(C(N)=O)c2)c1	4	1.1	-0.9	-12	1.3	-1.9	-6	-2.8	3
COc1ccc(-c2nnc(SCc3nnc(-c4ccc(Cl)cc4)o3)n2-c2ccccc2)cc1	4	0.5	-1.3	8	-1.9	0.5	-2	-0.2	2
Cc1ccsc1C(=O)N1CCC(CO)(Cc2ccccc2)CC1	2	-0.3	-0.7	-6	5.8	0.9	1	2.4	-1
Cc1ccc(OCCOC(=O)c2c(-c3ccccc3)noc2C)cc1	7	0.4	.	-2	0.0	0.1	-1	0.2	0
O=C(COC(=O)c1ccc(O)cc1O)c1ccc(Cl)cc1	3	3.6	1.0	0	.	-0.5	2	1.2	-2
CSc1ccc(Cl)c(C(=O)OCC(=O)Nc2ccccc2OC(F)F)c1	-7	1.1	-3.5	7	-0.8	2.6	0	3.2	5
CC(C)(C)OC(=O)CNC(=O)c1[nH]cnc1C(=O)N[C@@H](Cc1ccccc1)C(=O)OC(C)(C)C	8	-0.3	-0.3	-4	0.2	1.9	-4	3.9	0
N#Cc1c(N(CCO)CCO)nc(N)c2c(N)nc3c(c12)CC(=O)N3CC1CCCO1 (configuration not stated)	20	2.7	-1.0	1	.	-1.8	4	0.7	37*
NC(=O)c1nsc(C(=O)N(c2ccc(Cl)cc2)C(C(=O)NCC2CCCO2)c2cccs2)c1N (configuration not stated)	0	0.1	-4.5	5	1.4	0.5	-1	0.5	7
CN(C)S(=O)(=O)c1ccc(C(=O)N2CCN(S(=O)(=O)c3ccc4c(c3)OCCO4)CC2)cc1	7	0.1	0.2	-1	-5.6	.	-8	-1.8	4
COc1ccc(CCNC(=O)C(C)Sc2ccc(C)cc2)cc1OC (configuration not stated)	1	0.0	1.2	2	.	1.0	0	-1.1	4
Cc1cc(C)cc(N(CC(=O)NCc2ccco2)C(=O)CCC(=O)Nc2nccs2)c1	1	0.4	-1.3	0	-0.9	1.8	1	0.8	0
CC[N+](CC)(CC)CCOc1cccc(OCC[N+](CC)(CC)CC)c1OCC[N+](CC)(CC)CC	-3	0.3	-0.2	-8	-0.6	1.8	13	-0.2	3
COc1ccc(C(=O)SC2=NCCS2)cc1	7	1.7	-1.2	-3	-0.3	2.7	-2	1.0	0
O=C(CNS(=O)(=O)c1cccc2nonc12)NCc1ccc(F)cc1	-4	0.4	-3.0	-1	0.6	-2.6	0	-0.7	0
O=C(COC(=O)c1cnccn1)Nc1ccccc1-c1ccccc1	-4	0.6	-3.8	0	-0.5	2.6	0	0.3	-1
CCc1ccc(NC(=O)c2noc(C(C)C)c2[N+](=O)[O-])cc1	9	-0.4	-0.8	-6	.	1.7	1	0.9	1
COc1cc2[nH]c(=S)nc(NCCc3ccc(S(N)(=O)=O)cc3)c2cc1OC	1	-0.7	-0.1	-6	.	-1.8	0	-0.5	-1
COc1ccccc1C/C(N)=N/OC(=O)COc1cccc(C)c1	-2	-0.3	0.1	0	-1.0	-0.1	-3	0.4	-1
COc1nc(OC)nc(N2CCC(C(=O)NCC3CCCCC3)CC2)n1	-4	6.2	-0.7	27	-0.7	3.3	13	-1.0	3
C#CCN1C=CC(=O)[C@@H](OC(=O)Nc2ccccc2Br)[C@H]1c1ccccc1Br	12	-0.2	-4.4	-7	-0.4	.	-4	0.0	-2
C[C@H]1CNC(=O)c2c(C(=O)Nc3ccc(CNC(=O)OC(C)(C)C)cc3)ncn21	9	-0.3	-0.1	-2	-1.3	.	-8	.	3
Cc1oc2ccc(O)c(CN3CCOCC3)c2c1C(=O)c1ccc(Cl)cc1	1	-0.6	-1.9	-4	0.9	0.7	-1	-0.2	3
COc1ccc(CCNC(=O)Cc2cccs2)cc1OC	-4	-0.2	1.3	-6	.	-1.7	-5	-1.1	-2
